# High-throughput results (PubChem)
# USP7 inh: human USP7 deubiquitinase inhibition. Q93009. purified USP7, Ub-rhodamine cleavage fluorescence. inhibition, % at 20 µM. 47,000 compounds, 0.3% hits
# USP28 block: human USP28 deubiquitinase inhibition. Q96RU2. purified USP28, Ub-rhodamine cleavage fluorescence, 30 min. inhibition, % at 25 µM. 47,000 compounds, 3% hits
# OTUD3 block: human OTUD3 deubiquitinase inhibition. Q5T2D3. purified OTUD3, Ub-rhodamine fluorescence, 2 h. inhibition, % at 25 µM. 47,000 compounds, 0.7% hits
# USP10 inh: blocks human USP10 ubiquitin-rhodamine cleavage | Q14694 | purified USP10, Ub-rhodamine fluorescence, 60 min | inhibition, % at 20 µM | 47,000 compounds, 1.1% hits | AID 1645856
# USP30 block: human USP30 deubiquitinase inhibition; Q70CQ3; purified USP30, Ub-rhodamine cleavage fluorescence; inhibition, % at 25 µM; 47,000 compounds, 5.3% hits
# USP8 block: blocks human USP8 ubiquitin-rhodamine cleavage. P40818. purified USP8, Ub-rhodamine cleavage fluorescence, 30 min. inhibition, % at 20 µM. 47,000 compounds, 4.2% hits. AID 1645853
# Target sequence (P40818 whole entry, looked up): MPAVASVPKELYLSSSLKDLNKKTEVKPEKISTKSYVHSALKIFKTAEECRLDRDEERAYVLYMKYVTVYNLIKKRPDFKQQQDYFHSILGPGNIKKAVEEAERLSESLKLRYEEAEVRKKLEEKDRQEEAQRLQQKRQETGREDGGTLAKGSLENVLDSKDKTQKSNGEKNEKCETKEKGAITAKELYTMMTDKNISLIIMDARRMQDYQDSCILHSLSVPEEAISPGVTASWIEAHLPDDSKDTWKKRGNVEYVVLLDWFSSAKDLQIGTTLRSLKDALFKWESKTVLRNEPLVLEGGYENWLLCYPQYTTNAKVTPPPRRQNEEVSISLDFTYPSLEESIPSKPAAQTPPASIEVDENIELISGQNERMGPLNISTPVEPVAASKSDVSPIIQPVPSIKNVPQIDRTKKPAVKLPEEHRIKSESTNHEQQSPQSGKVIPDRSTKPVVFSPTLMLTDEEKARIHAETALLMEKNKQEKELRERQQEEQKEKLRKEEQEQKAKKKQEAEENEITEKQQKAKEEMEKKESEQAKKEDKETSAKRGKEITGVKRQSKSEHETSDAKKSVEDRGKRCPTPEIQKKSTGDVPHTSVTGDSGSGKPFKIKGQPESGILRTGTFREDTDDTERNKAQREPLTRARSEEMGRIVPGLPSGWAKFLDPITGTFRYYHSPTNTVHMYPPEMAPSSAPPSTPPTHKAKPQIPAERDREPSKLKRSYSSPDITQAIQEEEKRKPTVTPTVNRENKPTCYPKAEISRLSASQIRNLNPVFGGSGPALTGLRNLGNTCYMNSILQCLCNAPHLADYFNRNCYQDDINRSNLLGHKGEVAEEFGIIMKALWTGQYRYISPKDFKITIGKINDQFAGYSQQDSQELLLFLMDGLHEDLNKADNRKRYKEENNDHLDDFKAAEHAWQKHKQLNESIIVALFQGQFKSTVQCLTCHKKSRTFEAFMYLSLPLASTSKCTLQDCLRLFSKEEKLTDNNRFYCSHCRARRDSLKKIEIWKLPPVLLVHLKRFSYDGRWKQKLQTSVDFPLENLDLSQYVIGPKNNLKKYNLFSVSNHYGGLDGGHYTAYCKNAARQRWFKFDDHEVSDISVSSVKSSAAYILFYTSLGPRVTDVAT
# USP17 inh: human USP17-like deubiquitinase inhibition. A8MUK1. purified USP17, Ub-rhodamine cleavage fluorescence, 3 h. inhibition, % at 50 µM. 47,000 compounds, 6.5% hits
# UCHL1 block: human UCHL1 deubiquitinase inhibition; purified UCHL1, Ub-rhodamine cleavage fluorescence; inhibition, % at 20 µM; 47,000 compounds, 0.2% hits; AID 1645859
# * = called active by the depositor; · = not tested or not shown. Cut-off read from the data, not from the text of the source: active = inhibition above about 30%; inactive = the rest.
SMILES,USP7 inh,USP28 block,OTUD3 block,USP10 inh,USP30 block,USP8 block,USP17 inh,UCHL1 block
CN1CCN(Cc2nc(-c3ccc(N4CCCCC4)nc3)no2)CC1,-11.7,9.6,14.1,-3.9,32.8*,-0.1,-2.0,1.9
CCC1(C)Cc2c(sc3nc(SCc4ccccc4F)nc(N)c23)CO1 (stereo not given),9.1,-8.6,-6.9,4.5,-0.1,-0.3,-1.7,4.3
Cc1nccn1-c1cncc(C2CCCN2C(=O)Cc2c[nH]c3ccccc23)n1 (stereo not given),0.6,0.0,14.6,-3.5,6.2,10.0,-0.4,-1.7
COc1ccc(-c2cc3nc(NCCc4ccc(S(N)(=O)=O)cc4)ccn3n2)cc1,-4.8,16.8,-23.4,-4.7,9.7,-62.9,40.8*,0.7
CC(C)C[C@H](NC(=O)[C@@H](O)[C@H]1OC(=O)C[C@@H]1N)[C@@H]1Cc2cccc(O)c2C(=O)O1,-6.1,-5.7,0.8,-0.1,18.1,-10.0,-1.9,-1.5
CC1(C)C2CCC1(CS(=O)(=O)Nc1ccc(Cc3ccncc3)cc1)C(=O)C2 (stereo not given),0.3,5.8,-8.2,2.1,1.1,-4.1,-7.1,0.0
Cc1nn(C)cc1C(C)NC(=O)c1cc2c(s1)CN(C1CC1)C2 (stereo not given),-4.4,-10.5,-15.9,-5.2,-59.7,30.6*,3.1,0.6
O=C(NC1CCN(c2ncccn2)CC1)c1ccc(F)cc1F,-1.6,-11.8,-2.3,0.4,7.4,-3.2,-5.0,-2.2
O=C(C1CC1)N1C[C@@H](c2ccccc2)[C@H](c2cc(C(F)F)n[nH]2)C1,-5.8,-8.7,-5.4,-0.5,-12.1,-20.3,-12.7,-1.0
O=C(NC1CCCCC1)C1c2ccccc2C(=O)N1Cc1ccco1 (stereo not given),-90.9,-0.4,0.1,1.0,6.9,-2.9,-2.9,-0.8
Cc1ccccc1Cn1cc(C(=O)O)c(S(=O)(=O)N2CCCCC2)n1,0.0,7.6,9.5,0.7,19.1,-232.0,-13.4,2.2
O=C(N[C@@H]1C[C@@H](Oc2cccc(F)c2)[C@H](O)[C@H]1N1CCOCC1)C1CCOCC1,3.0,1.2,0.4,0.1,1.9,6.8,-0.1,-0.1
COc1cc(-c2cc(-c3ccccc3Br)nc(N)c2C#N)cc(OC)c1OC,2.6,-21.6,-16.4,5.4,-40.0,-19.3,-7.3,3.4
Cc1ccc(-n2c(=O)c3c4c(sc3n3c(SCC(=O)c5ccccc5)nnc23)CN(C)CC4)cc1,-7.2,3.5,1.6,-6.9,-7.3,6.0,16.1,-13.3
CNC(=O)CN1CCO[C@H]2CN(C(=O)c3cccc(F)c3)C[C@H]21,4.3,1.5,4.5,-0.5,0.0,-18.2,-4.2,0.0
CC(C)Cn1cc(C(=O)O)c(S(=O)(=O)N2CCOCC2)n1,6.0,10.6,15.1,0.3,23.2,-7.3,8.1,2.2
CCc1nc2c(NC(=O)NC3CCCCC3)cccn2n1,-1.3,-2.5,-6.0,-2.2,-22.5,31.9*,1.2,-0.4
COc1ccc(C(=O)/C=C\c2cn(CCC(=O)O)nc2-c2ccc(OC)c(OC)c2)cc1,3.4,9.0,16.3,4.1,13.6,0.0,-3.6,-2.4
CCSc1ncc2c(=O)n(CC(=O)NC3CCCCC3)cnc2n1,-5.2,-17.5,-9.0,-7.2,-60.1,-24.5,-66.2,-6.4
O=C(Cc1ccc(-n2c(=O)c3ccccc3n(Cc3cccc([N+](=O)[O-])c3)c2=O)cc1)NC1CCCC1,18.1,13.7,19.7,36.1*,21.0,26.0,22.5,8.0

# Among those listed so far, two have an NH in an aromatic ring.
SMILES,USP7 inh,USP28 block,OTUD3 block,USP10 inh,USP30 block,USP8 block,USP17 inh,UCHL1 block
Cc1nccn1-c1cncc(C2CCCN2C(=O)Cc2c[nH]c3ccccc23)n1 (stereo not given),0.6,0.0,14.6,-3.5,6.2,10.0,-0.4,-1.7
O=C(C1CC1)N1C[C@@H](c2ccccc2)[C@H](c2cc(C(F)F)n[nH]2)C1,-5.8,-8.7,-5.4,-0.5,-12.1,-20.3,-12.7,-1.0

# Remaining list, next part
SMILES,USP7 inh,USP28 block,OTUD3 block,USP10 inh,USP30 block,USP8 block,USP17 inh,UCHL1 block
Cc1nc2ccccc2c(-c2ccccc2)c1C(=O)Nc1ccccc1,11.8,15.9,6.2,7.2,38.4*,25.6,8.3,1.7
COc1cc(OC)cc(C(=O)N2CCC(N3CCN(Cc4ccccc4)C3=O)CC2)c1,-3.3,-19.3,-4.7,-2.9,0.3,-17.1,-12.3,-1.5
Cc1ccc(CNc2n[nH]c(NCc3ccc(C)cc3)n2)cc1,5.6,2.9,0.8,2.5,13.2,15.1,11.7,0.9
O=C(NC1CCc2nc(C(F)(F)F)cn2C1)c1ccncc1 (stereo not given),0.0,0.1,-0.5,-0.8,11.6,-0.1,-5.4,-2.7
O=C1CC(NS(=O)(=O)c2ccc(Cl)cc2)CN1c1cccc(F)c1 (stereo not given),-12.6,2.0,-5.3,2.8,3.8,-18.1,-4.6,0.8
Cc1ccc(C(=O)NCc2cccnc2)cc1S(=O)(=O)Nc1ccccc1,2.5,7.0,9.1,1.0,18.2,4.2,3.7,0.3
Cc1cc(C)n(CC(=O)NCCc2ccc(Cl)cc2)c(=O)c1C#N,1.6,18.0,13.5,2.3,27.7,0.0,8.8,1.4
O=C(C1CCC1)N1CC[C@H]2Nc3ccc(F)cc3[C@@H]2C1,-3.1,-13.6,-6.0,-2.1,-22.3,-3.9,-37.1,-1.7
COc1cccc(NS(=O)(=O)c2c[nH]c3ncccc23)c1,-0.6,-4.1,-5.0,1.6,-13.5,-8.8,·,-0.6
COc1c2c(nc3ccccc13)OC([C@@](C)(O)COC(C)=O)C2 (stereo not given in full),4.0,-3.5,0.1,0.0,-0.2,-0.9,-0.1,-1.3
CC(C)(C)N(Cc1ccccc1)C(=O)CSc1nnnn1-c1ccccc1,5.7,16.9,13.7,7.5,25.3,10.7,8.2,4.6
O=C(N[C@@H]1C[C@@H](Oc2cccc(F)c2)[C@H](O)[C@H]1O)c1cocn1,-2.1,11.7,6.4,0.2,7.8,0.6,10.3,3.1
O=C(C1CC1)N1CCc2cc(-c3cn4ccccc4n3)ccc21,3.2,22.3,5.4,-3.9,-9.7,7.2,8.7,1.8
Cc1sc(-c2cccnc2)nc1OC(=O)c1cccc(C(F)(F)F)c1,-33.2,-11.5,0.2,2.8,-7.2,-25.6,-18.3,-2.7
Fc1cccc(Cc2nn[nH]n2)c1,7.5,2.5,10.2,-2.6,18.2,24.5,6.1,0.5
O=C(O)CC1(c2ccc(F)cc2)C2CC3CC(C2)CC1C3 (stereo not given),5.7,14.8,21.7,5.0,40.0*,33.5*,31.8*,-0.3
Cc1ccc(-c2nccn3cc(C(=O)NCCc4ccccn4)nc23)cc1,-3.0,-11.2,-7.9,-1.0,-27.2,-10.4,-16.5,-2.6
NS(=O)(=O)c1ccc(CCNC(=O)Cc2c[nH]c3ccccc23)cc1,-2.3,-11.6,-6.4,-4.8,-5.9,-4.2,-4.6,-4.0
COc1ccc(C(C(=O)NC2CCCCC2)N(C(=O)CCCC(=O)Nc2ccccn2)c2ccccc2OC)cc1 (stereo not given),-0.8,-12.5,-4.3,5.4,17.8,11.9,0.9,0.9
COc1ccc(C2(C(=O)N(C)c3nc4c(s3)CCc3occc3-4)CC2)cc1,-19.8,-5.2,-9.2,3.4,-20.9,-164.6,3.7,1.9
OCc1ccccc1-c1cnc2sc(NC3CCCCC3)nn12,-19.0,-6.4,-12.1,1.5,-15.5,-15.1,-22.7,-1.9
O=C(NCCc1ccccc1Cl)c1cc(OCc2ccccc2)nc2ccccc12,3.3,-5.9,-8.6,3.6,-11.1,-63.0,-14.0,-0.1
Cc1ccc(NC(=O)c2cc3c(CO)cnc(C)c3oc2=Nc2ccccc2)cc1,7.4,6.3,8.5,-0.7,20.0,14.3,12.5,4.1
Cc1cc(=O)[nH]c2c1c(-c1ccccc1)nn2C,-0.4,5.4,13.1,0.4,12.9,-1.3,2.6,3.8
CC1CCN(C(=O)c2cnc3ccccc3c2S(=O)(=O)c2ccc(Cl)cc2)CC1,-78.2,20.1,22.3,7.6,37.8*,5.2,19.3,5.6
c1ccc(-c2cc(CSc3nc4ccccc4[nH]3)no2)cc1,3.3,4.3,-4.9,3.7,-33.1,1.8,32.5*,4.7
COc1ccc(-c2ncc3c(=O)n(Cc4cccnc4)c(=O)n(C)c3n2)cc1,6.0,18.4,21.6,-2.8,35.8*,1.8,-0.1,2.5
COc1ccc(C2CN(Cc3ccncc3)CCN2C(C)=O)cc1 (stereo not given),3.0,10.2,4.5,1.5,18.5,-22.8,0.5,1.4
CCOc1ccc(C(=O)NCC(c2ccco2)N2CCOCC2)cc1 (stereo not given),-20.5,·,0.1,-2.4,·,0.2,-36.1,-1.0
Cc1cc(O)cc(=O)n1CC1CCCO1 (stereo not given),1.1,-6.5,-2.1,-3.1,-1.3,-44.0,-12.2,-2.7
O=C(c1scc2c1CCCC2)N1CCN(c2ccccc2O)CC1,-10.4,3.8,-5.5,8.0,6.1,11.4,0.1,-1.1
O=C(c1ccccc1)N1CCN(Cc2nncn2-c2ccccc2)CC1,3.0,-2.8,-1.3,-1.8,0.1,-4.5,-7.0,5.0
Cc1ccc(NC(=O)CNS(=O)(=O)c2cc(-c3noc(C)n3)ccc2C)cc1,-1.3,-6.3,-6.6,1.9,-7.4,0.7,-32.3,-0.6
CCN1CCc2c(sc(NC(=O)CSc3ccccc3)c2C(N)=O)C1,-18.3,-13.8,-16.2,-11.3,-34.9,-5.5,-17.4,-9.3
COC(=O)c1ccc(CSc2nc3cc(Cl)ccc3o2)cc1,4.1,4.5,8.6,-3.3,-7.1,0.4,9.1,0.7
Cc1ccc2c(C)nc(Nc3ncc4c(n3)CC(c3ccco3)CC4=O)nc2c1 (stereo not given),11.9,28.8,25.2,10.4,38.2*,60.9*,58.9*,8.6
CNC(=O)c1cc2c(nc1N(C)C)CCN(c1ncc(F)cn1)CC2,-0.3,15.3,8.3,-0.5,11.1,-2.6,-9.3,1.7
Cc1cccc(-n2nnc(-c3nc(-c4ccc(Cl)cc4)no3)c2N)c1,3.7,-13.7,-10.6,-2.4,-11.8,11.7,-7.8,-3.5
N#Cc1oc2ccccc2c1NC(=O)CSc1nc2ccccc2[nH]1,-8.8,5.7,-17.7,-7.1,-39.5,-24.1,-34.2,-10.4
CC(=O)Nc1ccc(Oc2ncccn2)c(Cl)c1,0.0,-0.7,1.7,3.8,8.4,5.7,5.1,-1.9
c1ccc(-c2cnc3sc(NCCc4ccccn4)nn23)cc1,1.8,2.1,-10.8,-0.6,-1.2,-3.8,-7.9,4.9
CN(C)S(=O)(=O)N1C[C@H]2CC(OCc3ccccc3)C[C@H]2C1 (stereo not given in full),3.7,19.1,7.7,0.0,16.9,-1.8,7.0,3.8
C/C=C(/C)[C@@H](OC(C)=O)[C@@H](C)C1=CC(=O)C2=C(O[C@]3(C)CC[C@H]4O[C@@H](C(C)(C)O)C[C@H](O)[C@]4(C)[C@H]3[C@@H]2O)C1=O,6.0,-9.8,5.7,-3.2,9.4,11.4,1.3,6.2
CN1CCN(c2ccc(CNC(=O)c3ccc4c(c3)OCCO4)cc2)CC1,-1.9,-4.9,-13.1,-0.8,8.5,-59.2,-11.2,-3.1
CC1(C)CC(=O)C2=C(C1)Nc1ccccc1NC2c1ccccc1O (stereo not given),-4.3,4.6,0.9,-4.2,21.6,-19.4,9.9,1.2

# Three compounds already listed, ordered by molecular weight, descending.
SMILES,USP7 inh,USP28 block,OTUD3 block,USP10 inh,USP30 block,USP8 block,USP17 inh,UCHL1 block
CC(C)C[C@H](NC(=O)[C@@H](O)[C@H]1OC(=O)C[C@@H]1N)[C@@H]1Cc2cccc(O)c2C(=O)O1,-6.1,-5.7,0.8,-0.1,18.1,-10.0,-1.9,-1.5
CCOc1ccc(C(=O)NCC(c2ccco2)N2CCOCC2)cc1 (stereo not given),-20.5,·,0.1,-2.4,·,0.2,-36.1,-1.0
CN(C)S(=O)(=O)N1C[C@H]2CC(OCc3ccccc3)C[C@H]2C1 (stereo not given in full),3.7,19.1,7.7,0.0,16.9,-1.8,7.0,3.8

# Full records, looked up by structure. Order of values: USP7 inh, USP28 block, OTUD3 block, USP10 inh, USP30 block, USP8 block, USP17 inh, UCHL1 block
# CCOc1ccc(C(=O)NCC(c2ccco2)N2CCOCC2)cc1 (stereo not given) is entered as -20.5, ·, 0.1, -2.4, ·, 0.2, -36.1, -1.0
# CNC(=O)CN1CCO[C@H]2CN(C(=O)c3cccc(F)c3)C[C@H]21 is entered as 4.3, 1.5, 4.5, -0.5, 0.0, -18.2, -4.2, 0.0
# C/C=C(/C)[C@@H](OC(C)=O)[C@@H](C)C1=CC(=O)C2=C(O[C@]3(C)CC[C@H]4O[C@@H](C(C)(C)O)C[C@H](O)[C@]4(C)[C@H]3[C@@H]2O)C1=O is entered as 6.0, -9.8, 5.7, -3.2, 9.4, 11.4, 1.3, 6.2
# CC1(C)CC(=O)C2=C(C1)Nc1ccccc1NC2c1ccccc1O (stereo not given) is entered as -4.3, 4.6, 0.9, -4.2, 21.6, -19.4, 9.9, 1.2
